Source: PubChem BioAssay
D1 potentiator: enhances dopamine response at the human D1 receptor; P21728; HEK293 TREx D1 cells, calcium flux, dopamine EC20 potentiation; potentiation, % at 10 µM; 0.036% of 360,000 active; AID 504651; in the data active = potentiation above about 30%; note: 0% is about no effect
Target sequence (P21728 whole entry, looked up): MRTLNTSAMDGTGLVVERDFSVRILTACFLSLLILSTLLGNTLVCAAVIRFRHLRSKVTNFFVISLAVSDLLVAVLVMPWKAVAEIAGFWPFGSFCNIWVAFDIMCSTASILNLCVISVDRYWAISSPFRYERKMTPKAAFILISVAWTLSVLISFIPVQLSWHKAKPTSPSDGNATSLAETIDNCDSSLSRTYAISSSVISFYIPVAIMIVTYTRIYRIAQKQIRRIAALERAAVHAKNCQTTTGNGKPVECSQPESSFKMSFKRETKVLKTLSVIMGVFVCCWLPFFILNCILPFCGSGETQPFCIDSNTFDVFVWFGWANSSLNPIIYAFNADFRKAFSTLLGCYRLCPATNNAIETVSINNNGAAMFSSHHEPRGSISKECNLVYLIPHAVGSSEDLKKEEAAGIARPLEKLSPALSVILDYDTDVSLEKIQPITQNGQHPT
D2 PAM: positive allosteric modulators of human D2 dopamine receptor | 0.34% of 340,000 active | HEK293 T-REx D2, calcium flux, EC20 dopamine potentiation | AID 485347 | potentiation, % at 10 µM;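 active = potentiation over 3 SD above the plate norm, cut at about 30% in these data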; note: 0% is about no effect
Target sequence (P14416 whole entry, looked up): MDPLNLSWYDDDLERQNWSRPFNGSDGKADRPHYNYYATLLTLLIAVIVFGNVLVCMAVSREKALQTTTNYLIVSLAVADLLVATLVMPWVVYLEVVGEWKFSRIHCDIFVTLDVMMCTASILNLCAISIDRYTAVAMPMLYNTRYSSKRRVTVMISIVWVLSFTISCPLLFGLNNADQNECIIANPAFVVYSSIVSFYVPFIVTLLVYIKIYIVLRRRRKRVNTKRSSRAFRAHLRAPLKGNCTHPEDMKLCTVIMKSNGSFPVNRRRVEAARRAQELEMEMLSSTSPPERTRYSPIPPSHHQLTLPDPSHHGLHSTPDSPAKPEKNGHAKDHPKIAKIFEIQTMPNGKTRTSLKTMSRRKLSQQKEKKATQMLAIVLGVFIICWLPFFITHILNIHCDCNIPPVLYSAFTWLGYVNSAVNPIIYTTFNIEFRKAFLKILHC
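Using a no-wash calcium dye in inducible, force-coupled HEK293 Trex cells expressing D2, we tracked fluorescence each second for 180 s after compound, then for 180 s after EC20 dopamine to detect augmented signalling.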
D1 antag: human D1 dopamine receptor antagonism; 3.2% of 360,000 active; P21728; activity change, negative = inhibition, % at 10 µM; HEK293 TREx D1 cells, calcium flux, dopamine EC80; active compounds read low; AID 504652; in the data active = activity change below about -30%; note: % is set by controls: 0 for no effect and ±100 for the full control effect
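Allosteric or orthosteric antagonism assessed as attenuation of the calcium response to EC80 dopamine, added 180 s after compound, in induced HEK293 Trex D1 cells loaded with no-wash calcium dye.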
RXFP1 antag: blocks the human relaxin receptor RXFP1. Q9HBX9. HEK293-RXFP1, relaxin-stimulated cAMP HTRF, 30 min; active compounds read low. activity change, negative = inhibition, % at 57.5 µM. 0.59% of 350,000 active. AID 1259400;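 active = activity change of -60% or lower, but not beyond a set lower limit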; note: % is set by controls: 0 for no effect and ±100 for the full control effect
D1 agonist: activates the human D1 dopamine receptor; P21728; HEK293 T-REx D1 cells, calcium flux, agonist mode; activation, % at 2 µM; 1% of 360,000 active; AID 504660; in the data active = activation above about 30%; note: 0% is about no effect
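Agonism was scored from calcium flux recorded over 180 s (1 read/s) after pintool compound addition, following a 10-cycle baseline. Cells were inducible force-coupled HEK293 TREx D1, plated overnight at 30 C and loaded with no-wash calcium dye.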
D2 agonist: agonists of human D2 dopamine receptor. activation, % at 2 µM. 0.53% of 340,000 active. P14416. AID 485358. HEK293 T-REx D2 cells, calcium flux agonist mode;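 active = activation over 3 SD above normal in the single-dose calcium agonist read, cut at about 30% in these data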; note: 0% is about no effect
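Tetracycline-induced HEK293 Trex cells with D2 receptor force-coupled to calcium signaling, plated overnight at 30 C and loaded with no-wash calcium dye. Calcium flux read kinetically for 180 s after compound addition; responses flag agonists.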
RXFP1 ag: RXFP1 (human) receptor agonism | Q9HBX9 | HEK293T-RXFP1 cAMP TR-FRET, 30 min; response scale: percent of porcine relaxin response, buffer zero | Potency, µM (doses to about 57.5 µM), for inactives: at the top dose activation, actives largely listed as activators | 0.3% of 370,000 active | AID 2676; active = well fitted activation curve with a large enough effect; note: potency is the fitted concentration of half-maximal effect; % is set by controls: 0 for no effect and ±100 for the full control effect; nearly all actives have a fitted effect of over 60% in size; many of its hits are not listed in these tables
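HEK293T cells stably expressing RXFP1 were pretreated with the PDE4 inhibitor Ro 20174, exposed to compounds for 30 min at 37C, lysed, and cAMP was read by TR-FRET. Data normalized to buffer (basal) and 29 nM porcine relaxin (100%).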
TRHR enhancer: allosterically enhances the human TRH receptor; TRHR cells, fluo-8 calcium fluorescence, EC20 TRH enhancement; 0.66% of 360,000 active; P34981; enhancement, % at 2 µM; in the data active = enhancement above about 30%; note: 0% is about no effect
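Enhancer read-out: after compound pinning and an initial kinetic agonist-mode read, an EC20 of TRH (10 nM final) was injected and fluo-8 calcium signal (Ex 480/Em 530) followed at 1 s/cycle for 100 cycles in TRHR-expressing cells.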
D2 antagonist: D2 dopamine receptor (human) antagonism | AID 485344 | inhibition, % at 10 µM | HEK293 TREx D2 cells, calcium flux, dopamine EC80 | 2% of 340,000 active | P14416; in the data active = inhibition above about 30%; note: 0% is about no effect
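Tetracycline-induced HEK293 TREx cells expressing D2 receptor forced-coupled to calcium signalling, loaded with no-wash calcium dye. Compounds added and calcium flux read 180 s, then dopamine added at EC80 and read a further 180 s.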
The depositor's hits bear a star; . = not tested or not shown. These rows are one share of the data; rates above refer to the full screens.

SMILES	D1 potentiator	D2 PAM	D1 antag	RXFP1 antag	D1 agonist	D2 agonist	RXFP1 ag	TRHR enhancer	D2 antagonist
Cc1ccc(NC(=O)CN(C)S(=O)(=O)c2cccs2)cc1C	-8	6	-10	-9	9	0.2	-0.2%	10	-7
COc1ccc(-c2ccc(/C=N/NC(=O)Cc3nnc(N)s3)o2)cc1Cl	-4	3	8	-2	2	0.2	1.4%	-7	-47
Cc1nn(C)cc1CN(C)C(=O)c1sc2cccc(Cl)c2c1Cl	-3	-4	-11	-3	1	-0.2	5.3%	9	-8
Cn1c(=O)c2c(nc(N3CCc4ccccc4C3)n2Cc2ccc(Br)cc2)n(C)c1=O	-3	2	-4	-4	4	-0.1	16%	8	2
CC(C)COc1ccc(C(=O)Nc2ccc([N+](=O)[O-])cc2)cc1	1	8	-4	-8	3	1.2	0.8%	-2	13
O=C(NCc1ccc(Cl)cc1)c1ccccc1Oc1ccccc1	-6	28	-6	-6	20	0.5	0.5%	2	0
COc1ccc(/C=N/NC(=O)c2ccc(COc3cccc4cccnc34)cc2)cc1O	0	-2	19	-7	1	-1.5	1.1%	2	-1
O=C(NCCN1CCc2ccccc2C1)Nc1ccc([N+](=O)[O-])cc1	-4	.	-22	-3	9	.	5.6%	12	.
COc1ccc(-c2[nH]ncc2CN2CCC(N3CCSCC3)CC2)cc1F	-4	7	12	9	4	-0.6	1.1%	0	6
COc1ccc2c(c1)CCc1c(C(=O)Nc3ccn(Cc4ccc(C)cc4)n3)noc1-2	-2	2	0	23	5	0.1	1.3%	21	-12
CCOc1ccccc1CNC(=O)C(CC)n1nc(C)c2c(C)n(-c3ccccc3)nc2c1=O (configuration not stated)	0	3	0	-13	2	-0.9	-2.6%	-5	.
Cc1c(NC(=O)c2cccc(NC(=O)Cc3ccc(Cl)cc3)c2)c(=O)n(-c2ccccc2)n1C	.	1	-4	2	9	0.4	1.0%	-1	33*
C/C(=N\NC(=O)C12CCC(C)(C(=O)O1)C2(C)C)c1ccccc1O (configuration not stated)	-3	-30	2	-7	-1	83*	2.8%	-2	82*
CC(=O)/C=C/c1ccccc1O	-4	-10	4	17	5	0.7	0.6%	-8	-28
CC(=O)Nc1ccc(S(=O)(=O)Nc2nc3ccccc3s2)cc1	-3	10	4	13	-2	1.3	0.2%	2	-6
O=C(O)c1cc(Cl)c(Cl)cc1C(=O)NCc1ccco1	2	8	13	2	4	-0.3	-0.5%	-4	-8
CN(CC(=O)Nc1ccccc1Cl)C(=O)C1CCN(C(=O)c2ccc(F)cc2)CC1	-5	-6	8	3	2	-0.1	-0.7%	-5	-16
COC(=O)c1sccc1NC(=O)c1cc(OC)cc(OC)c1	0	20	-6	-4	22	-0.1	2.0%	0	5
CCOC(=O)C(C)Sc1nc2c(c(=O)[nH]c(=O)n2C)n1Cc1ccc(Cl)cc1 (configuration not stated)	-5	.	10	5	5	.	5.5%	-4	.
CCc1ccc(OCCOCC(O)CNC(C)(C)C)cc1 (configuration not stated)	0	0	-2	-21	2	0.2	3.2%	1	-5
CC1=C(SCCC#N)S/C(=C2\SC(C)=C(SCCC#N)S2)S1	1	-3	-4	24	1	-1.2	1.5%	-5	-9
CCOc1ccccc1N1CCN(C(=O)c2cccc(S(=O)(=O)N3CCOCC3)c2)CC1	-5	8	8	-3	2	0.8	0.6%	11	-13
O=C(Nc1ccc2ncccc2c1)c1cccc(Br)c1	4	12	6	-1	-2	-2.5	0.1%	1	-17
COc1ccccc1NC(=S)N1CCN(C(c2ccccc2)c2ccccc2)CC1	4	-2	3	6	5	-3.0	-0.8%	3	-1
COc1cccc(-c2cc(C(=O)Nc3cnn(Cc4ccc(F)cc4)c3)no2)c1	4	.	14	-13	7	.	1.8%	-1	.

Further results.
SMILES	D1 potentiator	D2 PAM	D1 antag	RXFP1 antag	D1 agonist	D2 agonist	RXFP1 ag	TRHR enhancer	D2 antagonist
Cc1oc(-c2ccccc2F)nc1CN1CCC(C(=O)NC2CCCc3ccccc32)CC1 (configuration not stated)	-4	-15	-9	21	10	1.7	0.1%	-4	0
CC(C)CNC(=S)N1CCN(C(c2ccccc2)c2ccccc2)CC1	-6	5	-14	-7	3	-1.6	4.2%	-2	-6
O=[S+]([O-])(c1cc2ccccc2o1)N1CCN([S+](=O)([O-])c2c(F)cccc2F)CC1	4	.	15	.	2	.	.	-2	.
CS(=O)(=O)N1CCc2cc(C(=O)NCc3ccccc3)ccc21	5	-7	4	.	0	-0.1	-3.3%	-4	.
COc1ccc(N=N/C(=C\O)C(=O)c2ccco2)cc1	0	.	9	-6	-1	.	1.5%	-1	.
COc1ccc(-c2ccc(SCc3cccnc3)nn2)cc1OC	-1	.	16	-9	-1	.	0.2%	-4	.
O=C1NCCN1C(=O)C12CC3CC(CC(C3)C1)C2	4	.	0	-1	8	.	1.2%	2	.
O=[N+]([O-])c1ccc2c(c1)ncn2CCc1ccccc1	-1	5	-1	1	2	0.4	0.3%	-8	-4
CCOc1ccc(NC(=O)CN2CCC(NC(=O)C3CCCCC3)CC2)cc1	0	-1	-8	.	1	1.4	-0.2%	2	4
CCCCn1c(N)c(N(CC)C(=O)c2cc(S(=O)(=O)N3CCN(CC)CC3)ccc2Cl)c(=O)[nH]c1=O	-8	10	4	-7	0	-0.7	-0.3%	13	-16
CCOC(=O)c1cc(C(=O)c2cc(Br)ccc2O)coc1=N	4	2	11	-6	4	-0.3	2.3%	5	24
O=C(c1cccc(F)c1)N1CCC2(CC1)NCCc1[nH]cnc12	2	11	12	14	0	0.1	0.2%	4	13
COc1ccccc1NC(=O)CN(C)S(=O)(=O)c1ccc2c(c1)CCC(=O)N2	-4	-8	3	.	2	-2.2	0.1%	-4	3
COc1cccc(OC)c1C(=O)N1CCN=C1SCc1cccnc1	0	-2	-14	-2	4	0.8	-2.3%	23	-2
CN=C1S/C(=C\c2cn(CC(=O)OC)c3ccccc23)C(=O)N1C	-3	-3	4	-22	1	2.4	2.2%	-9	-4
O=C1c2ccccc2C(Nc2ccc(Cl)cc2)N1CCN1CCOCC1 (configuration not stated)	-3	-4	-6	-9	5	2.2	2.1%	-8	-16
COC(=O)c1ccc(CSc2nnc(-c3c[nH]c4ccccc34)n2C)o1	.	-3	-4	-1	4	-0.6	0.9%	-10	-7
COc1cccc(NC(=O)Nc2cnccn2)c1	14	18	-1	-8	1	-0.7	0.8%	9	-2
CC(C)c1cc(CNC(=O)CC2C(=O)NCCN2CC2CCCCC2)on1 (configuration not stated)	-3	9	-3	4	1	0.4	1.9%	3	4
O=C(Nc1ccc2c(c1)OCO2)c1ccc[n+]([O-])c1	3	-6	-39*	-8	0	-1.0	0.0%	-7	-1
Cc1ccc(C(=O)NC(C(=O)NC2CCCC2)c2ccccc2)cc1 (configuration not stated)	-3	-1	18	11	1	1.3	-0.5%	13	4
Cc1ccc(Cl)cc1N1CCN(C(=O)c2cnn(-c3ccc(Cl)cc3)c2C2CCNCC2)CC1	-2	4	-2	-13	38*	4.0	2.3%	12	.
CC1CCN(c2ccc(NC(=S)NC(=O)c3ccco3)cc2)CC1	6	12	21	-16	4	-0.8	1.9%	1	-17
COC(=O)c1ccc(NC(=O)c2ccc3c(c2)NC(=O)C2CCCN32)cc1 (configuration not stated)	-4	3	-22	.	2	0.0	3.2%	11	-13
Cc1ccc(/C=N/NC(=O)c2cc(-c3ccncc3)nc3ccccc23)o1	-6	3	-10	11	1	0.8	1.1%	-12	-4
O=C(CCc1ccccc1)NCCc1cccs1	4	3	2	17	3	-0.5	-0.8%	2	2
Cc1ccccc1N(Cc1ccccc1F)S(C)(=O)=O	-2	5	16	14	2	0.3	2.0%	-1	8

Part of the list above in order of length of the SMILES, high to low:
SMILES	D1 potentiator	D2 PAM	D1 antag	RXFP1 antag	D1 agonist	D2 agonist	RXFP1 ag	TRHR enhancer	D2 antagonist
COc1ccccc1NC(=O)CN(C)S(=O)(=O)c1ccc2c(c1)CCC(=O)N2	-4	-8	3	.	2	-2.2	0.1%	-4	3
CN=C1S/C(=C\c2cn(CC(=O)OC)c3ccccc23)C(=O)N1C	-3	-3	4	-22	1	2.4	2.2%	-9	-4
CC(C)c1cc(CNC(=O)CC2C(=O)NCCN2CC2CCCCC2)on1 (configuration not stated)	-3	9	-3	4	1	0.4	1.9%	3	4
O=C(c1cccc(F)c1)N1CCC2(CC1)NCCc1[nH]cnc12	2	11	12	14	0	0.1	0.2%	4	13

Three successive compounds already listed:
SMILES	D1 potentiator	D2 PAM	D1 antag	RXFP1 antag	D1 agonist	D2 agonist	RXFP1 ag	TRHR enhancer	D2 antagonist
Cc1oc(-c2ccccc2F)nc1CN1CCC(C(=O)NC2CCCc3ccccc32)CC1 (configuration not stated)	-4	-15	-9	21	10	1.7	0.1%	-4	0
CC(C)CNC(=S)N1CCN(C(c2ccccc2)c2ccccc2)CC1	-6	5	-14	-7	3	-1.6	4.2%	-2	-6
O=[S+]([O-])(c1cc2ccccc2o1)N1CCN([S+](=O)([O-])c2c(F)cccc2F)CC1	4	.	15	.	2	.	.	-2	.
